HTT aggregate: qHTS Multiplex Assay to Identify Dual Action Probes in a Cell Model of Huntington: Aggregate Formation (GFP); AID 1688, 2009; PC12 HttQ103-GFP aggregates, Acumen cytometry, 40 h; hit rate 1.1% among 220,000; Potency, µM (titrated, usually from 46.1 µM), for inactives: top-dose activity change, negative = inhibition, actives largely listed as inhibitors; further: on the % scale 0 is the no-effect control and ±100 the full control effect; nearly all actives have a fitted effect of over 60% in size
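Huntingtin Q103 exon 1–GFP aggregates in induced PC12 cells (100 nM tebufenozide) were quantified by cytometry from lysates, with compounds dosed in titration.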
KDM4E inh: qHTS Assay for Inhibitors of Human Jumonji Domain Containing 2E (JMJD2E); Lysine-specific demethylase 4E (Homo sapiens), B2RXH2; JMJD2E catalytic domain, FDH-coupled NADH fluorescence (FDH is formaldehyde dehydrogenase); Potency, µM (doses to about 57.1 µM), for inactives: at the highest dose activity change, negative = inhibition, actives largely listed as inhibitors; hit rate 1.6% among 230,000; AID 2147, 2009; active means well fitted inhibition curve with a large enough effect, not every such curve was filed as active; inconclusive means small, poorly fitted or top-dose-only effect, or another doubt; inactive means no such curve, though single readings can be large or run the other way;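 further: 0% = wells with enzyme and -100% = buffer wells without enzyme; nearly all actives have a fitted effect of over 50% in size; many of its hits are not listed in these tables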
Target sequence (B2RXH2 1-337 limits assumed): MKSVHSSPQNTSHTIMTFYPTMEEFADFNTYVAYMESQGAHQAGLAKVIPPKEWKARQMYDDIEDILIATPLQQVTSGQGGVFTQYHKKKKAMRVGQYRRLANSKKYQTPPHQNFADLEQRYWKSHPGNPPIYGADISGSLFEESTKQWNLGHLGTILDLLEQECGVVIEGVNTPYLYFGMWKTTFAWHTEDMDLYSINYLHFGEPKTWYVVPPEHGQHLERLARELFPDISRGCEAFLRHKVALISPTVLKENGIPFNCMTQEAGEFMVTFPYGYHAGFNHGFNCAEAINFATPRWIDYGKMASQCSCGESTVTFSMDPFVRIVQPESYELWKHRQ
Tau ThT inhib: qHTS for Inhibitors of Tau Fibril Formation, Thioflavin T Binding; Microtubule-associated protein tau (Homo sapiens), P10636; recombinant tau K18 P301L, heparin-induced fibrillization, ThT fluorescence; Potency, µM (titrated, usually from 57.4 µM), inactives show at the top dose activity, negative = inhibition, hits mostly inhibitors; hit rate 2.1% among 270,000; AID 1460, 2008; further: on the % scale 0 is the no-effect control and ±100 the full control effect; nearly all actives have a fitted effect of over 55% in size
Target sequence (P10636 561-689 P618L limits assumed): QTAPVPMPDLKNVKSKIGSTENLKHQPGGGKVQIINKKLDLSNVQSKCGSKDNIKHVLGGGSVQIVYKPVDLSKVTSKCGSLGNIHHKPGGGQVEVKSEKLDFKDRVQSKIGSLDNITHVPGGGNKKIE
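Heparin-induced (20 uM) aggregation of recombinant human K18 P301L tau, 15 uM unlabeled with 0.24 uM labeled, pH 7 acetate buffer, 6 hr at 37 C with compound. Fibrils quantified by 30 uM ThT fluorescence after 1 hr ambient incubation.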
HTT cytoprotect: qHTS Multiplex Assay to Identify Dual Action Probes in a Cell Model of Huntington: Cytoprotection (ATP); PC12 HTT-Q103 induced, cytoprotection, ATP luminescence, 40 h; Potency, µM (highest dose often 56.4 µM), for inactives: cytoprotection (ATP increase), usual class: activators; hit rate 0.14% among 230,000;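 further: % of control where 0% means no effect; nearly all actives have a fitted effect of over 45% in size; toxic huntingtin expression switched on by the ecdysone agonist tebufenozide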
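Cells were plated at 1500 per well in phenol red-free DMEM with 5% equine and 5% calf serum. Tebufenozide (100 nM final) and compounds were added, then ATPlite reagent, and luminescence was read.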
Tau fluor counter: Counterscreen qHTS for Inhibitors of Tau Fibril Formation, Fluorescence Polarization; tau K18 P301L Alexa594 fluorescence, heparin fibrillization; Potency, µM (series often up to 57.7 µM), inactives show top-dose activity change, negative = decrease; hit rate 0.93% among 280,000; AID 1463, 2008; further: on the % scale 0 is the no-effect control and ±100 the full control effect; nearly all actives have a fitted effect of over 55% in size
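Human K18 P301L tau (15 uM unlabeled plus 0.24 uM Alexa 594-labeled, final) in 100 mM sodium acetate pH 7 was mixed with compound and 20 uM heparin and incubated 6 hr at 37 C.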
Tau fibril FP: qHTS for Inhibitors of Tau Fibril Formation, Fluorescence Polarization; K18 P301L tau heparin fibrillization, Alexa594 FP, 6 h; Potency, µM (highest dose often 57.7 µM), without a hit: at the highest dose activity, negative = inhibition, hits mostly inhibitors; hit rate 0.39% among 280,000; further: on the % scale 0 is the no-effect control and ±100 the full control effect; nearly all actives have a fitted effect of over 55% in size
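Heparin (20 uM) drove fibril formation of recombinant tau K18 P301L, 15 uM unlabeled with 0.24 uM Alexa 594 label, for 6 hr at 37 C in 100 mM sodium acetate pH 7. Fluorescence polarization (555/632 nm) read 1 hr after 30 uM ThT.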
SMN2 splice up: qHTS Assay for Enhancers of SMN2 Splice Variant Expression | HEK293 SMN2-luciferase splicing reporter, luminescence, 30-36 h | Potency, µM (highest dose often 46.1 µM), for inactives: at the highest dose activity change, positive = activation, actives largely listed as activators | hit rate 2.8% among 210,000; further: % of control where 0% means no effect; nearly all actives have a fitted effect of over 55% in size
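HEK293 cells carry an SMN2 minigene-luciferase reporter in which exon 7 inclusion puts luciferase in frame. Cells were seeded at 2000 cells/well, attached for 10-12 hours, then exposed to compounds for 30-36 hours at 37C before ONE-Glo luminescence.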
ALDH1A1 block: qHTS Assay for Inhibitors of Aldehyde Dehydrogenase 1 (ALDH1A1) | hit rate 7.3% among 220,000 | Potency, µM (titrated, usually from 75.3 µM), without a hit: top-dose activity, negative = inhibition, most hits filed as inhibitors | Aldehyde dehydrogenase 1A1 (Homo sapiens), P00352 | AID 1030, 2008 | Purified ALDH1A1, NADH fluorescence, propionaldehyde substrate; active means well fitted inhibition curve with a large enough effect, not every such curve was filed as active; inconclusive means small, poorly fitted or top-dose-only effect, or another doubt; inactive means no such curve, though single readings can be large or run the other way;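 further: plate controls were no enzyme wells and a reference inhibitor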
Target sequence (P00352 whole entry, looked up): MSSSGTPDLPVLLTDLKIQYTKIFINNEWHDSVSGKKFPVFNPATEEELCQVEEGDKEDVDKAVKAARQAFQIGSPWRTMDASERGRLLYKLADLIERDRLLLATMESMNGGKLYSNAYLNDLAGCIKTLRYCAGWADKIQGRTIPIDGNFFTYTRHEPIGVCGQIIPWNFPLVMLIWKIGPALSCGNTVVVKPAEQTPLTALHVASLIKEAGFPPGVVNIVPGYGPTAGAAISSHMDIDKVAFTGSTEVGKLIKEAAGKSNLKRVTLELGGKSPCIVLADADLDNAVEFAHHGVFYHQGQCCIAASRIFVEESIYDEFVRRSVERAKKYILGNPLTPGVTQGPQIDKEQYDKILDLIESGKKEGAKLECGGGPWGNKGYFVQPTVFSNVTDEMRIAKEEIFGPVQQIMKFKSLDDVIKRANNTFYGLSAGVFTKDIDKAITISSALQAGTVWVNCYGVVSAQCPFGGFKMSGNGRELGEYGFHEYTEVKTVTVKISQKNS
* = called active by the depositor; u = inconclusive; x = no result given; [ ] = remark or other dose. Unless noted, the call rests on the fitted dose curve; in most records, active means well fitted curve in the direction sought with a large enough effect; inconclusive means small, poorly fitted or top-dose-only effect, or another doubt; inactive means no such curve, though single readings can be large; an effect the other way counts as inactive or inconclusive. Potency means the concentration at half of the fitted maximal effect. This is a subset. The share of hits here may be higher or lower than overall.

SMILES | HTT aggregate | KDM4E inh | Tau ThT inhib | HTT cytoprotect | Tau fluor counter | Tau fibril FP | SMN2 splice up | ALDH1A1 block
CCOC(=O)N1CCN(C(=O)Nc2cccc(Cl)c2)CC1 | 20% | 12% | 0% | -3% | 1% | 11% | -18% | 11%
CCn1cc(C(=O)N(CCC(C)C)c2c(N)n(Cc3ccccc3)c(=O)[nH]c2=O)c(=O)c2ccc(C)nc21 | 13% | 5% | -4% | -43%[inhibitor] | 5% | 2% | 8% | 4%
CCc1ccc(NC(=O)c2cc(CC(C)C)on2)cc1 | 5% | -3% | -6% | -10%[10 µM] | 3% | 4% | 25% | 1%
O=C(Cc1cccs1)Nc1ccc(-c2nc3ccccc3[nH]2)cc1 | 14% | 10% | u | -24% | -9% | -9% | 18µM* | u
COC(=O)Nc1nnc(CCc2ccccc2)s1 | -9% | 0% | -5% | -7%[0.074 µM] | 2% | 10% | 7% | -8%
COc1ccccc1C(=O)Nc1ccc2oc(-c3ccc(F)cc3)nc2c1 | -9% | u | u | -19% | -12% | 1% | 53% | u
COc1cccc(N=CC=C2OC(C)(C)C(C)(C)O2)c1 | -17% | u | -19% | -11% | -11% | -3% | 42% | u
COc1cccc(C2Nc3cccc4cccc(c34)N2)c1 | 4%[9.22 µM] | u | x | -6%[10 µM] | -80% | -53% | x | x
Cc1c(NC(=O)c2ccc(F)c(S(=O)(=O)N3CCOCC3)c2)c(=O)n(-c2ccccc2)n1C | 4% | 1% | 3% | -6% | -13% | u | x | 13%
Cc1sc2ncnc(Sc3ccccc3C(=O)O)c2c1C | -2% | -2% | -7% | -27% | -5% | -13% | 4% | 6%
CC(C)(C)CC(=O)NC(=S)N1CCCCCC1 | 4% | 11% | 3% | -7% | -2% | -4% | 6% | 0%
CCCn1c(SCC(=O)Nc2ccccc2N2CCCCC2)nc2c1c(=O)n(C)c(=O)n2C | -7% | -1% | -4% | -1%[10 µM] | -3% | 0% | -17% | -4%
CCc1nnc(NC(=O)CSc2nc3ccccc3o2)s1 | u | -1% | -15% | 9% | -5% | 0% | 1% | -7%
Cc1cccc2[nH]c(SCC(=O)O)nc12 | 18% | 0% | 1% | x | 1% | -1% | 22% | 20%
CN(C)c1cccc(C(=O)Nc2ccc3nc4n(c(=O)c3c2)CCCCC4)c1 | 4% | -30% | u | -38%[inhibitor] | -25% | 14% | -2% | u
O=C(N/N=C1/CCCc2ccccc21)C(c1ccccc1)c1ccccc1 | -4% | 7% | -7% | 8% | -11% | -3% | x | 3%
Cc1cc(C)c2c(N)c(C(=O)Nc3ncc(C)s3)sc2n1 | -4% | u | u | -94%[inhibitor][10 µM] | -26% | 1% | -56%[inhibitor] | u
O=C(CCS(=O)(=O)c1ccccc1)Nc1ccccc1N1CCOCC1 | u | -8% | -6% | u | -4% | 15% | -5% | 9%
N#CC(c1ccc(Cl)nn1)c1ccc(Cl)cc1Cl (stereo not given) | -1% | 0% | -13% | -12% | -12% | 1% | 4% | 6.3µM*
O=[N+]([O-])c1ccc2[nH]c3nc4ccccc4nc3c2c1 | -8%[9.22 µM] | -3% | u | 19%[10 µM] | -20% | -6% | x | x
CCC(C)c1ccc2oc(-c3ccc(NC(=O)Cn4cnc5c(=O)n(C)c(=O)n(C)c54)cc3)nc2c1 (stereo not given) | 5% | u | -1% | -7%[0.074 µM] | -9% | -2% | -48%[inhibitor] | u
CCCSc1nnc(Nc2ccccc2C)s1 | -4% | 2% | -4% | -17% | -7% | 3% | u | 4%
CC(C)C1N(C(=O)CN2CCCC2)CCN1S(=O)(=O)c1ccccc1 (stereo not given) | 11% | 0% | -11% | 2% | -6% | -2% | 0% | 1%
O=c1cc(O)c(-c2ccc(Cl)c(Cl)c2)c(Cl)[nH]1 | u | 1% | -7% | 5% | -2% | 7% | -5% | -7%

Reformatted: three of the compounds above
SMILES,HTT aggregate,KDM4E inh,Tau ThT inhib,HTT cytoprotect,Tau fluor counter,Tau fibril FP,SMN2 splice up,ALDH1A1 block
CCCSc1nnc(Nc2ccccc2C)s1,-4%,2%,-4%,-17%,-7%,3%,u,4%
CC(C)C1N(C(=O)CN2CCCC2)CCN1S(=O)(=O)c1ccccc1 (stereo not given),11%,0%,-11%,2%,-6%,-2%,0%,1%
O=c1cc(O)c(-c2ccc(Cl)c(Cl)c2)c(Cl)[nH]1,u,1%,-7%,5%,-2%,7%,-5%,-7%

Next compounds.
SMILES | HTT aggregate | KDM4E inh | Tau ThT inhib | HTT cytoprotect | Tau fluor counter | Tau fibril FP | SMN2 splice up | ALDH1A1 block
Cc1cccc(-c2nsc(SCC(=O)NCc3ccco3)n2)c1 | 4% | -4% | -11% | -12% | -24% | -13% | -4% | u
CC(C)CNC(=O)CN(C1CCCCC1)S(C)(=O)=O | 8% | 1% | -1% | -3% | 1% | 0% | -15% | 6%
Cc1ccc(NC2c3ncccc3C(=O)N2c2ccccc2C)cc1C (stereo not given) | 11% | 14µM* | u | -9% | -6% | 3% | -3% | u
Cc1ccc(C)c(OCc2nc3ccccc3[nH]2)c1 | -3% | 6% | -14% | -3%[10 µM] | -11% | -8% | u | 8%
COc1cc(NC(=O)COc2ccc(-n3cnnn3)cc2)c(OC)cc1Cl | -9% | 7% | -6% | -2% | 1% | 5% | -20% | 14%
COc1ccc(CNC(=O)CSc2nnc(Cn3nnc4ccccc43)n2C)cc1 | -11% | 3% | -13% | -12% | -10% | -3% | x | -7%
CCOc1ccc2[nH]c(C)c(CN(C)C)c(=O)c2c1 | 5% | u | -3% | 7%[10 µM] | 5% | 0% | -14% | u
C[N+](C)(C)CCCN(Cc1ccc2c(c1)OCO2)C(=O)NC1CCCCC1 | 1%[9.22 µM] | -6% | -1% | 11%[10 µM] | 0% | 5% | x | x
COc1cc(C(=O)NCCc2ccc(F)cc2)c([N+](=O)[O-])cc1OC | 10% | -3% | 2% | 30%[0.074 µM] | 6% | 0% | -1% | 6%
Cc1ccc(C2/C(=C(/O)c3cnn(-c4ccccc4)c3C)C(=O)C(=O)N2CCN2CCOCC2)o1 (stereo not given) | 17% | -28% | u | -46%[inhibitor] | -6% | -3% | -52%[inhibitor] | 7.9µM*
Cc1cccc(C(=O)Nc2ccccc2C(=O)OCC(=O)Nc2ccc(C#N)cc2)c1 | -12% | u | 11% | 39%[10 µM] | u | u | 16µM* | u
C=CCSC1=C(C#N)C(c2ccccc2OCC)C(C#N)C(=O)N1 (stereo not given) | 24% | -19% | -16% | -7% | -10% | -9% | -4% | u
Cc1ccc(NC(=O)C(=O)NCc2ccc(/C=C(/C#N)C(=O)NCc3cccnc3)o2)cc1 | 3% | u | -14% | -22% | -13% | -3% | -12% | u
Cc1sc2nc(CSc3n[nH]c(N)n3)[nH]c(=O)c2c1C | -3% | 14% | u | -34%[inhibitor] | -7% | -8% | 1% | 4%
CCOC(=O)c1ccccc1NC1CC(=O)N(c2ccccc2C)C1=O (stereo not given) | 4% | u | -11% | -12% | -2% | -3% | 45% | u
O=C(Nc1ccc(-c2nc3ccccc3s2)cc1)c1cc(-n2cnnc2)ccc1Cl | -10% | u | -4% | -33% | u | u | -39%[inhibitor] | u
Cn1cc(Cl)c(/C=C(\C#N)S(=O)(=O)c2ccccc2)n1 | 6%[9.22 µM] | -9% | -2% | 28%[10 µM] | 1% | 1% | x | x
O=C(NCCO)c1cc2c(s1)CCC2 | 2% | 6% | -10% | 2% | -4% | -2% | 17% | u
NNc1nc(N)c2c(n1)-c1ccccc1CC21CCCC1 | -9% | u | u | -2%[1.9 µM] | -20% | -16% | -18% | u
C#CCn1c(O)c(N=NC(=O)C(O)c2ccccc2)c2ccccc21 (stereo not given) | 9%[9.22 µM] | -25% | u | -5%[10 µM] | -13% | 4% | x | x
CC(=O)NC1=NN(C(C)=O)C2(S1)C(=O)N(CC(C)C)c1ccc(C)cc12 (stereo not given) | 7%[9.22 µM] | 0% | 0% | 6%[10 µM] | -3% | 4% | x | x
COc1ccc(CNC2=CC(=O)CC(C)(C)C2)cc1 | -16% | 6% | -6% | -6% | -4% | 4% | -5% | -6%
Nc1ccc(C(=O)N/N=C\C=C\c2cccc([N+](=O)[O-])c2)cc1 | 15% | -3% | u | -22% | -20% | 1% | 1% | u

Complete entries, quoted from the list.
Profile of O=C(NCCO)c1cc2c(s1)CCC2 = HTT aggregate: 2%; KDM4E inh: 6%; Tau ThT inhib: -10%; HTT cytoprotect: 2%; Tau fluor counter: -4%; Tau fibril FP: -2%; SMN2 splice up: 17%; ALDH1A1 block: u
Profile of CC(=O)NC1=NN(C(C)=O)C2(S1)C(=O)N(CC(C)C)c1ccc(C)cc12 (stereo not given) = HTT aggregate: 7%[9.22 µM]; KDM4E inh: 0%; Tau ThT inhib: 0%; HTT cytoprotect: 6%[10 µM]; Tau fluor counter: -3%; Tau fibril FP: 4%; SMN2 splice up: x; ALDH1A1 block: x
Profile of CCOC(=O)c1ccccc1NC1CC(=O)N(c2ccccc2C)C1=O (stereo not given) = HTT aggregate: 4%; KDM4E inh: u; Tau ThT inhib: -11%; HTT cytoprotect: -12%; Tau fluor counter: -2%; Tau fibril FP: -3%; SMN2 splice up: 45%; ALDH1A1 block: u

Screening results deposited in PubChem BioAssay by National Center for Advancing Translational Sciences (NCATS).
